PHOSPHO1 inh = PHOSPHO1 (human) inhibition | Q8TCT1 | recombinant PHOSPHO1, absorbance phosphatase assay | inhibition, % at 13.3 µM | 290,000 tested, 1.1% active; in the data active = inhibition above about 60%
Target sequence (Q8TCT1 whole entry, looked up): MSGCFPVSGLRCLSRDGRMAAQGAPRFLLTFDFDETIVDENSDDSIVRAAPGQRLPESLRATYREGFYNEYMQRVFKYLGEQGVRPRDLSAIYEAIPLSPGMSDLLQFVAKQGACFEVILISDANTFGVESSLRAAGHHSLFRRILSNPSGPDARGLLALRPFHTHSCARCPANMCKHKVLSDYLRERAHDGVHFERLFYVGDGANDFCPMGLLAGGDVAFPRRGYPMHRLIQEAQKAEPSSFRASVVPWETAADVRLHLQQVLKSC
DNA FID counter = fluorescent intercalator displacement, NS3 helicase counter-screen. DNA fluorescent intercalator displacement, fluorescence. inhibition, % at 7.9 µM. 290,000 tested, 0.17% active; in the data active = inhibition above about 37%;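 also: 0% = vehicle and 100% = reference compound; higher means more ethidium bromide displaced from hairpin DNA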
MEKK2 mut-MEK5 = signal of MEK5 binding to mutant human MEKK2 PB1 domain | bead flow cytometry, Alexa488-MEK5 binding to MEKK2 mutant | percent response, % at 10 µM | 290,000 tested, 0.35% active; in the data active = percent response above about 24%, passing the limit was not always enough; also: inactives centre near 1; some results filed as inactive read as strong as hits; reference of the scale not given here
GPR7 antagonist = antagonists of human GPR7 (neuropeptides B/W receptor 1); 290,000 tested, 1.1% active; inhibition, % at 4.4 µM; AID 1861; P48145; GPR7-expressing cells, fluorescence antagonist assay; in the data active = inhibition above about 16%, passing the limit was not always enough;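 also: cells stimulated with the agonist NPW; 0% = agonist with vehicle and 100% = vehicle without agonist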
Target sequence (P48145 whole entry, looked up): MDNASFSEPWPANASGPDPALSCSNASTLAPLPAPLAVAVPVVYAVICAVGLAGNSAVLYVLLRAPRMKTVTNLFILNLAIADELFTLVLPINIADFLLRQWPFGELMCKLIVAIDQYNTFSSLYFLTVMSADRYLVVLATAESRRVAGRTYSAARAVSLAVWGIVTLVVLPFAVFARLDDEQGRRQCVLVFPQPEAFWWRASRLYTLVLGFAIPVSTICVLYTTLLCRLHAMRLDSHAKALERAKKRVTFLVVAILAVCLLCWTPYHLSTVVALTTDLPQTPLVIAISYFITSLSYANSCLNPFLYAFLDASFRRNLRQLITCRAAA
MEKK3 PB1 HTS = modulators (inhibitors or enhancers) of MEK5 binding to human MEKK3 PB1 domain; 290,000 tested, 1.4% active; bead-based flow cytometry, Alexa488-MEK5 binding to MEKK3; actives lie on both sides; 0 = blocked by unlabeled MEK5, 100 = vehicle; AID 1529; binding response (% of control), % at 10 µM; Q99759;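 active = binding response more than 3 SD above or below the average of its plate-row segment, actives on both sides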;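 also: Alexa488 bead fluorescence after subtracting the streptavidin-only scavenger bead signal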
NALP1 inh = NALP1 inhibition; inhibition, % at 10 µM; 280,000 tested, 0.61% active; S. cerevisiae NALP1/ASC/caspase-1 growth, X-gal OD620, 72 h; in the data active = inhibition mostly above about 24%, no sharp cut-off; inactive = mostly below about 32%; also: some compounds called inactive have numbers as strong as hits
OXTR ag = human OXTR agonism. P30559. CHO-OTR cells, Fluo-8 calcium fluorescence; normalized: DMSO 0%, oxytocin 100%. activation, % at 3 µM. 320,000 tested, 0.32% active. AID 2435;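 active = activation above the mean of all tested compounds plus 3 SD, cutoff set per screening run, cut at about 20% in these data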;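 also: peak over basal fluorescence ratio from a 100 s FLIPR kinetic read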
Target sequence (P30559 whole entry, looked up): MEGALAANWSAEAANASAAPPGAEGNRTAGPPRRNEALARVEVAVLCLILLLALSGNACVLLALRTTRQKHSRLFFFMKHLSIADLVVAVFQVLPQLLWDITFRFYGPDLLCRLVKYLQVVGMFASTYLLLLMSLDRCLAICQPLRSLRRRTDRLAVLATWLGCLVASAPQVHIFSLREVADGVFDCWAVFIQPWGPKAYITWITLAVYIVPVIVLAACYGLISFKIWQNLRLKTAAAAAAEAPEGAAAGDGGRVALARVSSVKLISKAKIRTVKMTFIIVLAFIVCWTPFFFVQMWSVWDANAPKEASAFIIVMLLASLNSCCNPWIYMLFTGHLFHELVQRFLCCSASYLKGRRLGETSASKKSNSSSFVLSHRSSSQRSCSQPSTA
PfM18AAP inh = blocks P. falciparum M18 aspartyl aminopeptidase; recombinant PfM18AAP, H-Glu-NHMec fluorogenic cleavage; inhibition, % at 7.35 µM; 290,000 tested, 1.2% active;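 active = inhibition above the campaign mean inhibition over all tested compounds plus 3 SD, cut at about 28% in these data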;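 also: 0% = plate median of test compound wells and 100% = 2 mM ZnCl2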
MEKK2 WT-MEK5 = raises or lowers MEK5 binding to wildtype human MEKK2 PB1 domain. Q9Y2U5. bead flow cytometry, Alexa488-MEK5 binding to MEKK2 WT; actives lie on both sides. binding response (% of control), % at 10 µM. 290,000 tested, 1.1% active. AID 1531; in the data active = binding response below about 67% or above about 130%
Numbers without * were called inactive; nt = no result given; [ ] = dose if it differs, or a comment.

SMILES | PHOSPHO1 inh | DNA FID counter | MEKK2 mut-MEK5 | GPR7 antagonist | MEKK3 PB1 HTS | NALP1 inh | OXTR ag | PfM18AAP inh | MEKK2 WT-MEK5
Cc1cccc(N(C(=O)c2snc(C(N)=O)c2N)C(C(=O)NC2CCCC2)c2ccco2)c1 (stereo unspecified) | 27 | -33 | -7 | 0 | 104 | 28 | nt | 8 | 98
CCOc1ccc2c(c1)n([O-])c1c([n+]2=O)CCCC1 | 6 | 3 | 0 | -6 | 93 | -14 | nt | 21 | 98
CC1CCN(CCCCOc2cccc(C(C)C)c2)CC1 | 28 | 9 | 20 | 1 | 108 | 13 | 1.2 | -1 | 133
O=C(/C=C/Nc1ccccc1F)c1cccs1 | -11 | -3 | 27 | -2 | 105 | 57* | -1.8 | 1 | 104
CS(=O)(=O)N(CC(=O)NCc1ccco1)c1ccc2c(c1)OCO2 | -10 | -3 | -1 | -8 | 104 | 7 | 0.1 | 3 | 101
CC(C)(C)OC(=O)N1CCC(C(N)=O)CC1 | -1 | 3 | 2 | -5 | 104 | 11 | -0.9 | 2 | 105
Cc1cc(=O)n(CNC(=O)c2ccccc2)c(=S)[nH]1 | 18 | -6 | 4 | -9 | 104 | 1 | 0.4 | -3 | 102
CCOC(=O)Nc1ccc(C(N)=O)cc1 | 15 | -2 | -8 | -8 | 89 | -1 | 0.7 | 2 | 94
CCOc1ccc2nc(NS(=O)(=O)Cc3ccccc3)sc2c1 | 12 | -22 | -2 | -2 | 97 | 12 | 0.1 | -1 | 95
CCOC(=O)N1CCN(C(=S)Nc2ccc(C)c(C)c2)CC1 | 4 | -7 | 0 | -12 | 99 | -7 | -0.6 | 4 | 98
Cn1ncc(Cl)c1C(=O)N/N=C/c1ccccn1 | 0 | -4 | 0 | 2 | 98 | 25 | -0.1 | 2 | 104
O=C(NCC1CCCO1)c1ccc(CNS(=O)(=O)c2ccc(F)c(Cl)c2)cc1 (stereo unspecified) | 12 | -17 | -10 | 0 | 94 | -3 | 0.1 | -1 | 89
CCc1c(C)n2nc(C)cc2[nH]c1=O | 11 | 1 | 5 | -15 | 103 | 11 | -0.6 | -10 | 101
O=C1c2nccnc2C(=O)N1c1ccc(F)cc1 | 24 | 0 | 0 | -12 | 130* | -5 | 1.3 | 0 | 112
O=c1c2cc(Br)ccc2[nH]c(=S)n1Cc1ccccc1 | 1 | 9 | 2 | -13 | 105 | 11 | -1.1 | 6 | 104
Cc1c(C(=O)C(=O)NCc2cccs2)c2ccccc2n1C | 5 | -2 | 1 | -10 | 103 | 10 | -0.7 | -3 | 103
C#CCSc1nnnn1-c1ccc(Br)c(C)c1 | 23 | -12 | 4 | -13 | 99 | 14 | -1.5 | 2 | 98
Cc1ccc2c(C)c(C(=O)NCCN3CCCC(O)C3)oc2c1C (stereo unspecified) | 7 | 7 | 3 | 2 | 102 | 8 | -0.8 | -2 | 104
O=C(CSc1nc2ccccc2o1)N1c2ccccc2Sc2ccc(Cl)cc21 | 20 | 3 | 1 | -1 | 103 | 6 | 0.3 | 1 | 97
O=S(=O)(Nc1ccc(S(=O)(=O)Nc2ccccc2)cc1)c1ccccc1 | -4 | 1 | -3 | 15 | 102 | -2 | 4.8 | 4 | 96
CCOC(=O)N1CCN(C(=O)CCCn2nc(C)c3sc4ccccc4c3c2=O)CC1 | 7 | -30 | 2 | -21 | 101 | 11 | -1.7 | 0 | 103
C/C(=N\NC(=O)CCCCCNC(=O)c1ccccc1)c1ccccc1O | 21 | -9 | -2 | -2 | 89 | 26 | -1.7 | 2 | 92
O=c1cc(O)sc2ccccc12 | 25 | -1 | 3 | -3 | 103 | 27 | 12 | -11 | 105
O=C(CSc1ccccc1)N1CCN(C(=O)c2ccco2)CC1 | 17 | -7 | -6 | -11 | 76 | -27 | 0.3 | -1 | 81
COc1ccc(/C=C/c2cc(C(F)(F)F)on2)cc1 | 12 | -3 | -23 | -3 | 50*[inhibitor] | 11 | 12 | -15 | 57
CCN(CC)c1ccc(NC(=O)C2CCCN(S(=O)(=O)c3cccnc3)C2)c(C)c1 (stereo unspecified) | 19 | -14 | 2 | -13 | 102 | 20 | 0.2 | 28* | 102
O=C(O)CSc1nnc2c(n1)[nH]c1ccccc12 | -12 | 2 | 0 | -8 | 111 | 11 | 0.1 | 6 | 106
CN(Cc1cccc(C(F)(F)F)c1)Cc1nc(-c2cnccn2)no1 | 32 | -10 | -1 | -5 | 100 | 15 | -0.9 | 6 | 100
CCc1ccc2oc(C(=O)Nc3cccnc3)c(C)c2c1 | nt | -25 | 1 | 4 | 99 | nt | -0.9 | 4 | 105
Cc1ccc(OCC(=O)Nc2ccccc2C(=O)N2CCCCC2)cc1 | 25 | -30 | 12 | -13 | 104 | 1 | -0.7 | -5 | 103
CC(C)CCNC(=O)CN(Cc1ccccc1Cl)C(=O)CCC(=O)Nc1ccccn1 | -41 | -39 | 1 | -1 | 101 | 17 | 1.8 | 2 | 102
CC1(c2cnc(Nc3ccccc3)s2)CCC(=O)O1 (stereo unspecified) | -17 | -3 | 2 | -4 | 103 | -8 | -1.0 | 6 | 104
Cc1ccc(S(=O)(=O)N(C)c2ccc(N)cc2)cc1 | 5 | -3 | 9 | 0 | 107 | 13 | 0.0 | -3 | 104
COc1ccc(NC(=O)NC(C)C2CC3CCC2C3)cc1 (stereo unspecified) | 30 | -12 | -37 | 15 | 64 | 0 | -2.3 | 16 | 67
Nc1nc(-c2ccccc2)c(N=Nc2cccnc2)s1 | 8 | 1 | -1 | -15 | 99 | 4 | 6.9 | 7 | 97
CSCCC(NC(=O)OCc1ccccc1)C(=O)NCc1cccnc1 (stereo unspecified) | -19 | -11 | -3 | -8 | 102 | 9 | nt | -7 | 105
CC1CCN(C(=O)CSc2nnc(-c3cc4ccccc4cc3O)n2Cc2ccco2)CC1 | 47 | -39 | 0 | -7 | 101 | -5 | 0.9 | 2 | 93
Cc1ccc(S(=O)(=O)N[C@@H](Cc2ccccc2)C(=O)N2CCC[C@@H]2C(=O)O)cc1 | 42 | -26 | 7 | 5 | 107 | 14 | 0.4 | 2 | 106
NS(=O)(=O)c1ccc(NC(=O)CSc2ncnc3ccccc23)cc1 | 38 | -4 | 1 | 3 | 100 | 5 | 1.1 | -16 | 104
O=C(O)/C=C\c1cccc(-n2nnnc2SCc2ccccc2F)c1 | 7 | -30 | 12 | -18 | 106 | -2 | 1.6 | -3 | 107

Among those listed so far, 3 contain a thiophene ring, fused or not:
SMILES | PHOSPHO1 inh | DNA FID counter | MEKK2 mut-MEK5 | GPR7 antagonist | MEKK3 PB1 HTS | NALP1 inh | OXTR ag | PfM18AAP inh | MEKK2 WT-MEK5
O=C(/C=C/Nc1ccccc1F)c1cccs1 | -11 | -3 | 27 | -2 | 105 | 57* | -1.8 | 1 | 104
Cc1c(C(=O)C(=O)NCc2cccs2)c2ccccc2n1C | 5 | -2 | 1 | -10 | 103 | 10 | -0.7 | -3 | 103
CCOC(=O)N1CCN(C(=O)CCCn2nc(C)c3sc4ccccc4c3c2=O)CC1 | 7 | -30 | 2 | -21 | 101 | 11 | -1.7 | 0 | 103

(listing goes on)
SMILES | PHOSPHO1 inh | DNA FID counter | MEKK2 mut-MEK5 | GPR7 antagonist | MEKK3 PB1 HTS | NALP1 inh | OXTR ag | PfM18AAP inh | MEKK2 WT-MEK5
COc1cccc(NC(=O)C(NCCc2ccc(S(N)(=O)=O)cc2)c2ccccc2)c1 (stereo unspecified) | 23 | 3 | 2 | -13 | 101 | 21 | 4.2 | -3 | 96
Oc1ccc(/C=N/N=C/c2ccc(O)c(O)c2)cc1O | nt | -5 | 6 | 31 | 101 | -23 | 0.3 | 81* | 99
COc1ccc(/C=C/C(=O)C(C)(C)C)cc1OC | 20 | -16 | 9 | -4 | 105 | 15 | nt | -4 | 100
O=C(NCc1ccc(Cl)cc1)C(=O)NCC(c1cccnc1)N1CCN(c2ccc(F)cc2)CC1 (stereo unspecified) | -5 | -1 | -3 | 2 | 106 | 2 | 1.2 | -7 | 97
Cc1ccc(S(=O)(=O)N(C)Cc2cc3ccccc3[nH]c2=O)cc1 | -3 | -14 | -4 | -6 | 103 | 6 | 0.7 | -7 | 100
COc1ccc(-c2cc(C(=O)N3CCN(c4ccccc4OC)CC3)no2)cc1OC | -1 | -14 | -13 | 8 | 92 | 8 | -1.1 | -12 | 92
O=c1cc(O)c2c(=O)n(-c3ccccc3)c3c(c2o1)CCCCCC3 | 3 | 3 | -1 | 3 | 97 | 28 | 0.5 | 2 | 93
CCOC(=O)N1CCN(C(=O)c2cccn3c(=O)c4cc(Cl)ccc4nc23)CC1 | 15 | -6 | 2 | -4 | 97 | 10 | -0.1 | 4 | 103
O=C(O)c1ccc2c(=O)n(-c3ccccc3F)c(=S)[nH]c2c1 | 16 | -5 | 4 | -18 | 100 | 16 | 1.1 | 1 | 104
O=C(Nc1ccccc1)/C(=C\c1ccncc1)NC(=O)c1ccccc1 | 20 | -1 | 6 | -11 | 131* | 4 | 0.6 | 2 | 120
Cc1cc(C(=O)Nc2c[nH]c(=O)[nH]c2=O)ccc1[N+](=O)[O-] | 57 | 3 | -4 | 6 | 92 | 5 | 0.0 | 3 | 92
CCC1NC(=S)N(C2CCCCC2)C1=O (stereo unspecified) | 28 | -1 | 3 | -13 | 102 | -1 | -0.7 | -2 | 102
CCOc1ccccc1NC(=O)NC1(C(=O)NCc2cccnc2)CCCCC1 | 14 | -9 | 1 | 3 | 102 | 3 | 0.1 | -4 | 106
CCOc1cc(/C=N/NC(=O)COc2nc(C)cc(COC)c2C#N)ccc1O | 3 | -20 | 8 | -2 | 96 | 13 | -0.6 | 1 | 89
COc1cc(SC)ccc1C(=O)OCC(=O)NC1CCCCC1 | 7 | -19 | 4 | 3 | 108 | 8 | -1.5 | -12 | 95
Cc1ccc(CNC(=O)c2cc(-c3ccccc3)nn2CC2CC(c3cccnc3)=NO2)cc1 (stereo unspecified) | nt | nt | 4 | nt | 102 | nt | -1.1 | nt | 102

Ordered by value in PHOSPHO1 inh (lowest first): five of the compounds above
mol,PHOSPHO1 inh
O=C(NCc1ccc(Cl)cc1)C(=O)NCC(c1cccnc1)N1CCN(c2ccc(F)cc2)CC1 (stereo unspecified),-5
Cc1ccc(S(=O)(=O)N(C)Cc2cc3ccccc3[nH]c2=O)cc1,-3
COc1cc(SC)ccc1C(=O)OCC(=O)NC1CCCCC1,7
CCOc1ccccc1NC(=O)NC1(C(=O)NCc2cccnc2)CCCCC1,14
O=C(Nc1ccccc1)/C(=C\c1ccncc1)NC(=O)c1ccccc1,20
